Dyrk1A ADPGlo = rat Dyrk1A kinase inhibitors, primary screen, biochemical, single point, plate reader | Dual specificity tyrosine-phosphorylation-regulated kinase 1A (Rattus norvegicus), Q63470 | ADP-Glo luminescence, NFATc1 peptide | inhibition, % at 12.5 µM | 0.43% of 310,000 active | AID 504441, 2011; in the data active = inhibition above about 50%;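 also: plate controls were vehicle with enzyme for no effect and no enzyme for full effect; many of its hits are not listed in these tables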
hERG rescue = hERG rescue from dofetilide block, primary screen, cell-based, CHO-hERG, FluxOR thallium flux, dofetilide IC70; Voltage-gated inwardly rectifying potassium channel KCNH2 (Homo sapiens), Q12809; dofetilide IC70 present; activation (rescue from dofetilide block), less the hit threshold, % at 10 µM; 0.51% of 310,000 active; AID 1511, 2009;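 active = activation above the mean of controls blocked by dofetilide plus 5 SD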;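 also: thallium influx through hERG after potassium depolarization seen as dye fluorescence rise; in these data hits start at about 4.7%; inactives centre near -7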
Target sequence (Q12809 whole entry, looked up): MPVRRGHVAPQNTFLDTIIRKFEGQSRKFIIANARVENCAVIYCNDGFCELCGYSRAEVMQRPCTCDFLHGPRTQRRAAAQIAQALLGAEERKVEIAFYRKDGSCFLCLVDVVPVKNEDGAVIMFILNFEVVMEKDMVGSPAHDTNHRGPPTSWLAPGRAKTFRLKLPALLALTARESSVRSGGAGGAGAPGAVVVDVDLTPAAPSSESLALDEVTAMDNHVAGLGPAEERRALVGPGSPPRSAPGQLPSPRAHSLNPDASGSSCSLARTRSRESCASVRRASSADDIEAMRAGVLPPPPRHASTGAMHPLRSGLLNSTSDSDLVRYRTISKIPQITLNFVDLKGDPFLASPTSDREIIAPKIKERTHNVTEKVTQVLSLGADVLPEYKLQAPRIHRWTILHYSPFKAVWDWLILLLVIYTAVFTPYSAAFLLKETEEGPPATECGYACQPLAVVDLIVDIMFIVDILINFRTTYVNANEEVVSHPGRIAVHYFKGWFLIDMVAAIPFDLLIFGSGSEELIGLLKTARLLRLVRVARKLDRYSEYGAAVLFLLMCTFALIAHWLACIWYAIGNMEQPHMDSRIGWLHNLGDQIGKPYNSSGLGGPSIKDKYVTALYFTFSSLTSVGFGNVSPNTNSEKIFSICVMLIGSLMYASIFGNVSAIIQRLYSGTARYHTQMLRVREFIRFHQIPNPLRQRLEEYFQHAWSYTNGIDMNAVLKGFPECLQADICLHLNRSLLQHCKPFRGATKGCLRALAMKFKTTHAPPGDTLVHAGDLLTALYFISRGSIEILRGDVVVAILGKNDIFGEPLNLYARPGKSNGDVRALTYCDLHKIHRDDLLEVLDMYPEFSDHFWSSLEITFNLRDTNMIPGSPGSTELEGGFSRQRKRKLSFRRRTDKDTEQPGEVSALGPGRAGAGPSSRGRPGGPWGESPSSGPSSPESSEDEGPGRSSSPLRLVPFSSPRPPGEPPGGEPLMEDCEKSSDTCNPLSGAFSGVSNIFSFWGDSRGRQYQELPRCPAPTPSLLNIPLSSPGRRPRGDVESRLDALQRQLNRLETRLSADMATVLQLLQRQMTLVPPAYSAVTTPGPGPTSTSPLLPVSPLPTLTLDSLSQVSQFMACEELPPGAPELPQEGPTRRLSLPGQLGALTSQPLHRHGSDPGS
KCNK9 inh = KCNK9 potassium channel inhibitors, primary screen, HEK293 cells, thallium flux | Potassium channel subfamily K member 9 (Homo sapiens), Q9NPC2 | B-score at 10 µM | FluxOR thallium flux fluorescence; active compounds read low | 1.2% of 310,000 active;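 active = ratio B-score over 3 SD below the library mean, with starting fluorescence within 5 SD of its mean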;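 also: negative B-score means less thallium flux so channel inhibition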
Platelet DG rel = inhibitors of platelet dense granule secretion, primary screen, cell-based, MLPCN, human platelets | human platelet-rich plasma, SFLLRN dense granule ATP release, luminescence | inhibition, %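 (compounds screened at 7.5 µM in platelet-rich plasma)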 | 0.22% of 300,000 active | AID 1663, 2009;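 active = mean replicate score, as percent of positive control, at or above 50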
TRPC4 agonist = activators of mouse TRPC4 channel, primary screen, Fluo4 calcium, HEK293 TRPC4beta/mu-opioid cells. Fluo4 calcium fluorescence; active compounds read high. B-score at 10 µM. 0.49% of 310,000 active. AID 2237, 2010;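 active = B-score above 5 SD of library B-scores, and initial fluorescence ratio not above library mean plus 5 SD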;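 also: positive B-score marks a calcium rise read as TRPC4 activation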
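System: HEK293 cells stably co-expressing mouse TRPC4beta and mu-opioid receptor; Schedule: Fluo4 dye loading 45 min at room temperature, 110 s recording; Detection: Fluo4 fluorescence, kinetic; Evaluation: B-scored integrated calcium fluorescence ratio; Controls: buffer (low) and maximal DAMGO (high).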
KCNQ1 act = potentiators or activators of KCNQ1 channel, primary screen, cell-based, thallium flux, high-throughput | 0.35% of 310,000 active | Potassium voltage-gated channel subfamily KQT member 1 (Homo sapiens), P51787 | B-score at 10 µM | CHO-K1 KCNQ1, thallium flux FluxOR fluorescence; active compounds read high | AID 2648, 2010;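 active = fluorescence ratio B-score, a plate-corrected score, at least three library SD, with initial intensity B-score within 5 SD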
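Assay system: stable KCNQ1 CHO-K1 line; medium: assay buffer, equal DMSO in all wells; timing: 90 min dye loading and 20 min compound exposure, both at room temperature; technique: kinetic FluxOR thallium fluorescence, 10-s 1-Hz baseline, 110-s post-stimulus read; read-out basis: B score of baseline-normalized fluorescence ratio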
KCNQ1 inh = inhibitors of human KCNQ1 channel, primary screen, cell-based, thallium flux, high-throughput. B-score at 10 µM. CHO-K1 KCNQ1, FluxOR thallium flux fluorescence; active compounds read high. 1.3% of 310,000 active. Potassium voltage-gated channel subfamily KQT member 1 (Homo sapiens), P51787;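 active = compounds whose thallium flux B-score, printed positive for inhibition, exceeds three library SD while starting fluorescence stays within three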;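 also: channel opened by potassium depolarization with thallium stimulus after 20 min compound exposure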
KCNK3 block = human KCNK3 channel inhibitors, primary screen, CHO cells, FluxOR thallium flux, B-score | Potassium channel subfamily K member 3 (Homo sapiens), O14649 | FluxOR fluorescence; active compounds read low | B-score at 10 µM | 0.84% of 340,000 active;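 active = B-score under library mean minus 4 SD, starting fluorescence ratio at most library mean plus 5 SD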;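 also: more negative B-score means stronger inhibition of thallium flux through KCNK3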
TRPC4 potent = positive allosteric modulators of TRPC4, primary screen, cell-based, mouse TRPC4beta, HEK293 mu-opioid, Fluo-4 calcium | Short transient receptor potential channel 4 (Mus musculus), Q9QUQ5 | DAMGO EC20, Fluo-4 Ca2+ flux; active compounds read high | B-score at 10 µM | 0.42% of 310,000 active | AID 2227, 2009;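 active = B-score of calcium response area above 5 SD of library B-scores, with initial fluorescence ratio within 5 SD of library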;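 also: B-score of integrated fluorescence ratio over time as area under calcium response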
PolyA inh = polyadenylation inhibitors in yeast reporter cells, primary screen, luminescence, S. cerevisiae. S. cerevisiae SKY197-pL101 polyadenylation reporter, beta-gal luminescence; efflux-impaired pdr1/pdr3 knockout yeast; score 100 = 6 SD above DMSO. calls only at 12 µM. 0.02% of 300,000 active. AID 1875, 2009;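 active = lowest replicate activity score at least 50, where 100 means six control SD above control mean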;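 also: yeast exposed to compound for 9 h at 30 °C; higher score means more reporter readthrough which indicates perturbed polyadenylation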
TRPC4 block = inhibitors of mouse TRPC4 channel, primary screen, Fluo4 calcium, HEK293 TRPC4beta/mu-opioid cells; DAMGO-evoked Fluo4 calcium flux; active compounds read low; B-score at 10 µM; 0.39% of 300,000 active; AID 2247, 2010;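 active = B-score over 3 SD under the library average, no early fluorescence shift, positive overall ratio signal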
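Signal: kinetic Fluo4 fluorescence imaging of calcium influx. Material: stable TRPC4beta/mu-opioid receptor HEK293 cells. Probe or stimulus: DAMGO in two steps, submaximal then maximal.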
Starred values were filed as active, the others as inactive; i = inactive; / = not tested or not shown. These rows are one share of the data. The share of hits here may be higher or lower than overall.

molecule,Dyrk1A ADPGlo,hERG rescue,KCNK9 inh,Platelet DG rel,TRPC4 agonist,KCNQ1 act,KCNQ1 inh,KCNK3 block,TRPC4 potent,PolyA inh,TRPC4 block
Cc1ccc(SCc2cc(=O)[nH]c(N3CCOCC3)n2)cc1,-2,-11,i,0,i,i,i,i,i,i,i
N=Nc1c(O)n(CC(=O)Nc2ccccc2)c2ccccc12,/,-7,i,-2,i,i,i,i,i,i,i
COc1ccc(Nc2c(C)cccc2C)cc1,4,-10,i,-9,i,i,i,i,i,i,i
COc1ccc(C)cc1NC(=O)CSc1nnnn1Cc1ccccc1,11,-4,i,3,i,i,i,i,i,i,i
CC1(C)CC(NC(=O)CCc2ccccc2)CC(C)(C)N1,10,-6,i,1,i,i,i,i,i,i,i
COc1cc2nc(-c3ccc(Br)o3)oc(=O)c2cc1OC,6,-9,i,3,i,i,i,i,i,i,i
c1cnc(NC2CCCCCC2)nc1,3,-3,i,11,i,i,i,i,i,i,i
COC(=O)C1C(O)=C(C=Nc2ccc(N)cc2)C(=O)CC1(C)C (stereo not given),-2,-4,i,3,i,i,i,i,i,i,i
O=C1Nc2ccccc2/C1=C\C(=O)c1ccccc1,2,-13,i,-2,i,i,i,i,i,i,i
COc1ccccc1/C=N/N1C(=O)C(CC(=O)Nc2ccc([N+](=O)[O-])cc2OC)SC1=Nc1cccc(C)c1C (stereo not given),/,-4,i,1,i,i,i,/,i,i,i
CCOC(=O)Cn1ccc(NC(=O)c2ccc(F)cc2)n1,-4,-5,i,-2,i,i,i,i,i,i,i
COC(C[C@H]1O[C@@H]1C(=O)COCc1ccccc1)OC,/,0,i,-3,i,i,i,/,i,i,i
Cc1ccc2c(c1)C(=O)C(=O)N2CC(=O)OC(C)C,8,-6,i,-1,i,i,i,i,i,i,i
O=C(CCCCCn1c(=S)[nH]c2cc3c(cc2c1=O)OCO3)N1CCN(c2ccc(F)cc2)CC1,-2,-12,i,2,i,i,i,i,i,i,i
O=C(c1ccc(S(=O)(=O)N2CCOCC2)cc1)N1CCN(c2ccccn2)CC1,-1,-13,i,-12,i,i,i,i,i,i,i
CN(C(=O)c1ccc2c(c1)OCO2)C1CCS(=O)(=O)C1 (stereo not given),4,-7,i,3,i,i,i,i,i,i,i
Cc1cnc(C(=O)Oc2ccc(-c3ccccc3)cc2)cn1,1,-7,i,-1,i,i,i,i,i,i,i
CCOc1cc(C(=O)NCCN2C(=O)S/C(=C\c3cccnc3)C2=O)cc(OCC)c1OCC,3,-3,i,5,i,i,i,i,i,i,i
O=C(N/N=C/c1c[nH]c2ccc(Br)cc12)c1ccncc1,1,-8,i,4,i,i,i,i,i,i,i
O=C(C1CC(=O)N(c2ccc3c(c2)OCCO3)C1)N1CCN(c2ccccc2O)CC1 (stereo not given),3,-20,i,14,i,i,i,i,i,i,i
COc1cc(C(=O)NC(=S)Nc2ccc([N+](=O)[O-])cc2)cc(OC)c1OC,/,-4,i,4,i,i,i,i,i,i,i
C=CCCC(=O)N1CCC(CCC(=O)NC2CC2)CC1,-4,-3,i,-6,i,i,i,i,i,i,i
CCCC(=O)Oc1ccc(N(C(=O)CCC)S(=O)(=O)c2cccc([N+](=O)[O-])c2)cc1,0,-10,i,-3,i,i,i,i,i,/,i
COc1ccc(CNc2nc(-c3cccnc3)nn2C(=O)CC(C)C)cc1,-40,-14,i,1,i,i,i,i,i,i,i
CC(C)CN(C(=O)COC(=O)c1ccc(Cl)nc1)c1c(N)n(Cc2ccccc2)c(=O)[nH]c1=O,-3,-4,i,0,i,i,i,i,i,i,i
COc1ccc(OCC(=O)NC(=S)Nc2ccc3c4c(cccc24)CC3)cc1,11,2,i,-1,i,i,i,i,i,i,i
O=C(Nc1ccccc1F)C(=O)Nc1cccc2ccccc12,6,-2,i,3,i,i,i,i,i,i,i
O=C(c1cccs1)N1N=C(c2ccccc2)CC1c1ccccc1 (stereo not given),1,-5,-7.2*,7,i,i,i,i,i,i,i
CC1CN(C(=O)Cn2cc(S(=O)(=O)CC(=O)N3CCOCC3)c3ccccc32)CC(C)O1 (stereo not given),0,-4,i,-6,i,i,i,i,i,i,i
CN(C)S(=O)(=O)Nc1ccc(Br)cc1F,-2,-13,i,9,i,i,i,i,i,i,i
Cn1c(=O)oc2cc(S(=O)(=O)NCCC(=O)Nc3ccc4c(c3)OCCO4)ccc21,1,-2,i,-12,i,i,i,i,i,i,i
CCN(Cc1ccccc1)C(c1ccccn1)c1nnnn1C1CCCCC1 (stereo not given),-2,-6,i,-4,i,i,i,i,i,i,i
COc1ccc(C2=NOC(C(=O)Nc3cc(C)on3)C2)cc1OC (stereo not given),11,-7,i,3,i,i,i,i,i,i,i
Cc1ccc(S(=O)(=O)N2CCOCC2)cc1C(=O)OCC(=O)NCc1ccccc1,-4,-15,i,-1,i,i,i,i,i,i,i
CCOC(=O)c1c(NC(=O)CSc2nnc(CNc3ccc(Cl)cc3)o2)sc(C)c1C,-2,-12,i,/,i,i,i,-9.6*,i,i,i
COc1ccccc1-c1coc2c(CN3CCC(C)CC3)c(O)ccc2c1=O,-1,-3,i,6,i,i,i,i,i,i,i
Cc1ccc(S(=O)(=O)n2nc(-c3ccc(Cl)cc3)nc2NCc2ccco2)cc1,-7,-20,i,-1,i,i,i,i,i,i,i
Cc1cc(C(=O)Nc2nc3ccc(S(C)(=O)=O)cc3s2)c(C)o1,3,-9,i,32,i,i,i,i,i,i,i
CC/C=C/C(=O)N1CC2(CC(c3cccc(NC(=O)CCCCC)c3)=NO2)C[C@H]1C(N)=O (stereo not given in full),-10,-14,i,8,i,i,i,i,i,i,i
O=C(CN(C(=O)c1csnn1)c1ccccc1Cl)NC1CCCCC1,-2,-11,i,2,i,i,i,i,i,i,i
O=C1C=C(N(CCO)CCO)C2(CCCCC2)O1,0,-1,i,3,i,i,i,i,i,i,i
CCNc1nc(NC(C)C)nc(NS(=O)(=O)c2ccc(C)cc2)n1,5,-4,i,11,i,i,i,i,i,i,i
Cc1cc(C)c(S(C)(=O)=O)c(S(=O)(=O)c2ccc(Cl)cc2)n1,2,-6,i,0,i,i,i,i,i,i,i
O=C(CSc1nnc(-c2ccccc2)n1-c1ccccc1)c1cccs1,2,-14,i,-1,i,i,i,i,i,i,i
C=CCNC(=S)/N=c1/ccccn1CCC,-1,-11,i,-8,i,i,i,i,i,i,i

Quoted at random: 2 compounds from above.
molecule,Dyrk1A ADPGlo,hERG rescue,KCNK9 inh,Platelet DG rel,TRPC4 agonist,KCNQ1 act,KCNQ1 inh,KCNK3 block,TRPC4 potent,PolyA inh,TRPC4 block
Cc1ccc(S(=O)(=O)N2CCOCC2)cc1C(=O)OCC(=O)NCc1ccccc1,-4,-15,i,-1,i,i,i,i,i,i,i
O=C1C=C(N(CCO)CCO)C2(CCCCC2)O1,0,-1,i,3,i,i,i,i,i,i,i

Other records follow:
molecule,Dyrk1A ADPGlo,hERG rescue,KCNK9 inh,Platelet DG rel,TRPC4 agonist,KCNQ1 act,KCNQ1 inh,KCNK3 block,TRPC4 potent,PolyA inh,TRPC4 block
O=C(NNC1=NCCCCC1)Nc1ccc(Cl)cc1,-2,-10,i,-18,i,i,i,i,i,i,i
c1ccc(CCc2nc(-c3ccc(-n4cccc4)cc3)no2)cc1,7,-2,i,11,i,i,i,i,i,i,i
CC1CCc2sc3nc(N4CCN(CCO)CC4)n4ncnc4c3c2C1 (stereo not given),10,-13,i,-37,i,i,i,i,i,i,i
CC(C)(C)c1ccc(/C=C/C(=O)Nc2ncccn2)cc1,-4,-9,i,9,i,i,i,i,i,i,i
COc1cc(C)c(C)cc1S(=O)(=O)n1c(C)nc2ccccc21,-1,-8,i,1,i,i,i,i,i,i,i
Cc1ccsc1C(=O)N/N=C/c1ccc2c(c1)OCO2,13,-9,i,66*,i,i,i,i,i,i,i
O=C(NC1CCCCC1)C(c1ccc2ncccc2c1)N(Cc1ccccc1)C(=O)c1cccs1 (stereo not given),-3,-7,i,-8,i,i,i,i,i,i,i
Cc1ccc(SCC(=O)Nc2nncs2)cc1,/,-5,i,0,i,i,i,i,i,i,i
CCOc1ccc(-n2c(SC(C)C(=O)OC)nc3c(c2=O)SCC3)cc1 (stereo not given),/,1,i,-7,i,i,i,i,i,i,i
O=C(NCc1ccccn1)C(=O)NCC(c1ccco1)N1CCN(c2ccc(F)cc2)CC1 (stereo not given),-3,-12,i,5,i,i,i,i,i,i,i
C=CCn1c(SCc2csc(-c3ccc(Cl)cc3)n2)nnc1-c1ccccc1OC,2,-14,i,-2,i,i,i,i,i,i,i
Cc1cc(C)c2nc(N3CCC(C(=O)NCCCN4CCCC4=O)CC3)sc2c1,-1,-4,i,-4,i,i,i,i,i,i,i
CCc1nccn1S(=O)(=O)c1ccccc1[N+](=O)[O-],/,-9,i,5,i,i,i,i,i,i,i
COc1cc(CNCc2ccc(C(=O)O)cc2)ccc1OCc1ccc(F)cc1,0,-1,i,4,i,i,i,i,i,i,i
CCC(C)NC(=O)CSc1nnc(-c2cc(-c3cccs3)nc3ccccc23)o1 (stereo not given),6,-20,i,-2,i,i,i,i,i,i,i
COC(=O)c1cc(C#N)c(NCc2ccccc2)nc1C,-12,-10,i,18,i,i,i,i,i,i,i
COc1cccc2c1OCC/C2=N\NC(=O)COc1ccccc1C,-3,-5,i,6,i,i,i,i,i,i,i

Source: PubChem BioAssay (several laboratories)
